# a7 integrin act: activates integrin-mediated alleviation for muscular dystrophy. alpha7betagal myoblasts, beta-gal FDG fluorescence, 48 h. Potency, µM (highest dose often 38.3 µM), inactives show at the highest dose activation, usual class: activators. actives 0.064% (n = 350,000). AID 624291;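 note: potency is the fitted concentration of half-maximal effect; 100% = response of the positive control SU9516; nearly all actives have a fitted effect of over 60% in size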
#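 Alpha7betagal+/- myoblasts (passage 13) were plated 16-24 hr, then exposed to compounds (1:260 dilution of DMSO stock) for 48 hours at 37C. After MPER lysis, β-galactosidase reporter activity was read as FDG fluorescence (ex 480/em 540) after 30 minutes.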
# S-ASM inh: inhibitors of human secretory acid sphingomyelinase. P17405. AID 504937. placental ASM, HMU-PC fluorogenic substrate, 60 min. actives 0.006% (n = 340,000). Potency, µM (doses to about 57.5 µM), inactives show at the highest dose activity change, negative = inhibition, actives largely listed as inhibitors; note: potency is the fitted concentration of half-maximal effect
#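 Human placenta-derived ASM enzyme was preincubated with compound for 10 minutes at room temperature, then given fluorogenic substrate HMU-PC0 (9 uM final) for 60 minutes at 37 °C; a pH 10 stop preceded fluorescence reading at Ex 386/Em 447 nm.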
# hERG WT inh: blocks the wildtype human KCNH2 potassium channel | Q12809 | activity change, % at 1.84 µM | actives 0.37% (n = 340,000) | U2OS, BacMam KCNH2, thallium flux FluxOr; stronger effect = lower value;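 active = maximum activity change below -70%; inconclusive = maximum activity change between -70% and -50%; inactive = maximum activity change above -50%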; note: % is set by controls: 0 for no effect and ±100 for the full control effect
#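 U2OS cells were transduced with wild-type KCNH2 virus (2.03 x 10^8 / mL) for 4 h at room temperature, then cultured overnight at 37 C. Thallium flux was read with FluxOr dye. Rate constants were normalized to DMSO controls.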
# GALK inh: blocks human galactokinase activity | P51570 | Purified GALK, Kinase-Glo residual ATP luminescence | Potency, µM (highest dose often 57.5 µM), for inactives: at the highest dose activity change, negative = inhibition, usual class: inhibitors | actives 0.007% (n = 270,000) | AID 1868; note: potency is the fitted concentration of half-maximal effect; % is set by controls: 0 for no effect and ±100 for the full control effect
#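 GALK at 5 nM final was combined with compound, 35 uM ATP and 100 uM galactose in HEPES pH8.0 with MgCl2 and DTT. The reaction ran one hour at room temperature before luminescent ATP detection.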
# AT treatment: potential ataxia-telangiectasia treatments restoring KAP-1 phosphorylation; […] A-T fibroblasts, KAP-1 phosphorylation AlphaLISA; neocarzinostatin DNA damage 30 min before lysis; Potency, µM (titrated, usually from 57.5 µM), without a hit: at the top dose activation, usual class: activators; actives 0.19% (n = 320,000); AID 485349; note: potency is the fitted concentration of half-maximal effect; % of control where 0% means no effect; nearly all actives have a fitted effect of over 45% in size
#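 ATM-like activity read as KAP-1 phosphorylation via AlphaLISA donor/acceptor antibody pairs after lysis and 6 hr at 25C. Cells were ATM-null patient fibroblasts ([…], hTERT), dosed 60 min, then exposed to the DSB inducer NCS for 30 min.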
# TRPV1 agonist: agonists of human vanilloid receptor 1 (TRPV1); Q8NER1; TRPV1-expressing cells, Fluo-8 calcium influx, agonist mode; activation, % at 8.33 µM; actives 0.19% (n = 320,000); AID 540275; in the data active = activation above about 80%; inconclusive = between about 30% and that limit; note: 0% is about no effect
#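 TRPV1-expressing cells were cultured overnight at 35.5C and loaded with Fluo-8 calcium dye for 40 to 90 min at room temperature. After a 10 s baseline, compound was added and calcium influx was read kinetically for 3 min (ex 480/em 520 nm).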
# MBNL1 CUG block: inhibitors of human MBNL1 binding to CUG repeat RNA; Potency, µM (highest dose often 57.5 µM), without a hit: top-dose activity change, negative = inhibition, most hits filed as inhibitors; actives 0.036% (n = 280,000); TR-FRET MBNL1-His/biotin-(CUG)12 binding, 665/545 ratio; active = well fitted inhibition curve with a large enough effect in the signal ratio, with a control signal flat, not every such curve was filed as active; inconclusive = small, poorly fitted or top-dose-only effect, or effect the other way, or a change in a side signal; inactive = no such curve, though single readings can be large or run the other way; the % refers to the signal ratio; note: potency is the fitted concentration of half-maximal effect; % is set by controls: 0 for no effect and ±100 for the full control effect
#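 TR-FRET readout: Ex 340 nm, 665/545 nm emission ratio, normalized to buffer-only (basal) and MBNL1-(CUG)12 controls. Complex of MBNL1-His with Biotin-(CUG)12, compounds 92 nM–58 uM, incubated 60 min at room temperature.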
# CXXC DNA block: blocks binding of human MLL CXXC domain to DNA | actives 0.037% (n = 290,000) | Potency, µM (doses to about 115 µM), without a hit: at the highest dose activity change, negative = inhibition, usual class: inhibitors | MLL-CXXC / FITC-HOXA9 DNA fluorescence polarization | Q03164; active = well fitted inhibition curve with a large enough effect in the polarisation, with a control signal flat, not every such curve was filed as active; inconclusive = small, poorly fitted or top-dose-only effect, or effect the other way, or a change in a side signal; inactive = no such curve, though single readings can be large or run the other way; the % refers to the polarisation; note: potency is the fitted concentration of half-maximal effect
# Target sequence (Q03164 whole entry, looked up, the tested form may be a part): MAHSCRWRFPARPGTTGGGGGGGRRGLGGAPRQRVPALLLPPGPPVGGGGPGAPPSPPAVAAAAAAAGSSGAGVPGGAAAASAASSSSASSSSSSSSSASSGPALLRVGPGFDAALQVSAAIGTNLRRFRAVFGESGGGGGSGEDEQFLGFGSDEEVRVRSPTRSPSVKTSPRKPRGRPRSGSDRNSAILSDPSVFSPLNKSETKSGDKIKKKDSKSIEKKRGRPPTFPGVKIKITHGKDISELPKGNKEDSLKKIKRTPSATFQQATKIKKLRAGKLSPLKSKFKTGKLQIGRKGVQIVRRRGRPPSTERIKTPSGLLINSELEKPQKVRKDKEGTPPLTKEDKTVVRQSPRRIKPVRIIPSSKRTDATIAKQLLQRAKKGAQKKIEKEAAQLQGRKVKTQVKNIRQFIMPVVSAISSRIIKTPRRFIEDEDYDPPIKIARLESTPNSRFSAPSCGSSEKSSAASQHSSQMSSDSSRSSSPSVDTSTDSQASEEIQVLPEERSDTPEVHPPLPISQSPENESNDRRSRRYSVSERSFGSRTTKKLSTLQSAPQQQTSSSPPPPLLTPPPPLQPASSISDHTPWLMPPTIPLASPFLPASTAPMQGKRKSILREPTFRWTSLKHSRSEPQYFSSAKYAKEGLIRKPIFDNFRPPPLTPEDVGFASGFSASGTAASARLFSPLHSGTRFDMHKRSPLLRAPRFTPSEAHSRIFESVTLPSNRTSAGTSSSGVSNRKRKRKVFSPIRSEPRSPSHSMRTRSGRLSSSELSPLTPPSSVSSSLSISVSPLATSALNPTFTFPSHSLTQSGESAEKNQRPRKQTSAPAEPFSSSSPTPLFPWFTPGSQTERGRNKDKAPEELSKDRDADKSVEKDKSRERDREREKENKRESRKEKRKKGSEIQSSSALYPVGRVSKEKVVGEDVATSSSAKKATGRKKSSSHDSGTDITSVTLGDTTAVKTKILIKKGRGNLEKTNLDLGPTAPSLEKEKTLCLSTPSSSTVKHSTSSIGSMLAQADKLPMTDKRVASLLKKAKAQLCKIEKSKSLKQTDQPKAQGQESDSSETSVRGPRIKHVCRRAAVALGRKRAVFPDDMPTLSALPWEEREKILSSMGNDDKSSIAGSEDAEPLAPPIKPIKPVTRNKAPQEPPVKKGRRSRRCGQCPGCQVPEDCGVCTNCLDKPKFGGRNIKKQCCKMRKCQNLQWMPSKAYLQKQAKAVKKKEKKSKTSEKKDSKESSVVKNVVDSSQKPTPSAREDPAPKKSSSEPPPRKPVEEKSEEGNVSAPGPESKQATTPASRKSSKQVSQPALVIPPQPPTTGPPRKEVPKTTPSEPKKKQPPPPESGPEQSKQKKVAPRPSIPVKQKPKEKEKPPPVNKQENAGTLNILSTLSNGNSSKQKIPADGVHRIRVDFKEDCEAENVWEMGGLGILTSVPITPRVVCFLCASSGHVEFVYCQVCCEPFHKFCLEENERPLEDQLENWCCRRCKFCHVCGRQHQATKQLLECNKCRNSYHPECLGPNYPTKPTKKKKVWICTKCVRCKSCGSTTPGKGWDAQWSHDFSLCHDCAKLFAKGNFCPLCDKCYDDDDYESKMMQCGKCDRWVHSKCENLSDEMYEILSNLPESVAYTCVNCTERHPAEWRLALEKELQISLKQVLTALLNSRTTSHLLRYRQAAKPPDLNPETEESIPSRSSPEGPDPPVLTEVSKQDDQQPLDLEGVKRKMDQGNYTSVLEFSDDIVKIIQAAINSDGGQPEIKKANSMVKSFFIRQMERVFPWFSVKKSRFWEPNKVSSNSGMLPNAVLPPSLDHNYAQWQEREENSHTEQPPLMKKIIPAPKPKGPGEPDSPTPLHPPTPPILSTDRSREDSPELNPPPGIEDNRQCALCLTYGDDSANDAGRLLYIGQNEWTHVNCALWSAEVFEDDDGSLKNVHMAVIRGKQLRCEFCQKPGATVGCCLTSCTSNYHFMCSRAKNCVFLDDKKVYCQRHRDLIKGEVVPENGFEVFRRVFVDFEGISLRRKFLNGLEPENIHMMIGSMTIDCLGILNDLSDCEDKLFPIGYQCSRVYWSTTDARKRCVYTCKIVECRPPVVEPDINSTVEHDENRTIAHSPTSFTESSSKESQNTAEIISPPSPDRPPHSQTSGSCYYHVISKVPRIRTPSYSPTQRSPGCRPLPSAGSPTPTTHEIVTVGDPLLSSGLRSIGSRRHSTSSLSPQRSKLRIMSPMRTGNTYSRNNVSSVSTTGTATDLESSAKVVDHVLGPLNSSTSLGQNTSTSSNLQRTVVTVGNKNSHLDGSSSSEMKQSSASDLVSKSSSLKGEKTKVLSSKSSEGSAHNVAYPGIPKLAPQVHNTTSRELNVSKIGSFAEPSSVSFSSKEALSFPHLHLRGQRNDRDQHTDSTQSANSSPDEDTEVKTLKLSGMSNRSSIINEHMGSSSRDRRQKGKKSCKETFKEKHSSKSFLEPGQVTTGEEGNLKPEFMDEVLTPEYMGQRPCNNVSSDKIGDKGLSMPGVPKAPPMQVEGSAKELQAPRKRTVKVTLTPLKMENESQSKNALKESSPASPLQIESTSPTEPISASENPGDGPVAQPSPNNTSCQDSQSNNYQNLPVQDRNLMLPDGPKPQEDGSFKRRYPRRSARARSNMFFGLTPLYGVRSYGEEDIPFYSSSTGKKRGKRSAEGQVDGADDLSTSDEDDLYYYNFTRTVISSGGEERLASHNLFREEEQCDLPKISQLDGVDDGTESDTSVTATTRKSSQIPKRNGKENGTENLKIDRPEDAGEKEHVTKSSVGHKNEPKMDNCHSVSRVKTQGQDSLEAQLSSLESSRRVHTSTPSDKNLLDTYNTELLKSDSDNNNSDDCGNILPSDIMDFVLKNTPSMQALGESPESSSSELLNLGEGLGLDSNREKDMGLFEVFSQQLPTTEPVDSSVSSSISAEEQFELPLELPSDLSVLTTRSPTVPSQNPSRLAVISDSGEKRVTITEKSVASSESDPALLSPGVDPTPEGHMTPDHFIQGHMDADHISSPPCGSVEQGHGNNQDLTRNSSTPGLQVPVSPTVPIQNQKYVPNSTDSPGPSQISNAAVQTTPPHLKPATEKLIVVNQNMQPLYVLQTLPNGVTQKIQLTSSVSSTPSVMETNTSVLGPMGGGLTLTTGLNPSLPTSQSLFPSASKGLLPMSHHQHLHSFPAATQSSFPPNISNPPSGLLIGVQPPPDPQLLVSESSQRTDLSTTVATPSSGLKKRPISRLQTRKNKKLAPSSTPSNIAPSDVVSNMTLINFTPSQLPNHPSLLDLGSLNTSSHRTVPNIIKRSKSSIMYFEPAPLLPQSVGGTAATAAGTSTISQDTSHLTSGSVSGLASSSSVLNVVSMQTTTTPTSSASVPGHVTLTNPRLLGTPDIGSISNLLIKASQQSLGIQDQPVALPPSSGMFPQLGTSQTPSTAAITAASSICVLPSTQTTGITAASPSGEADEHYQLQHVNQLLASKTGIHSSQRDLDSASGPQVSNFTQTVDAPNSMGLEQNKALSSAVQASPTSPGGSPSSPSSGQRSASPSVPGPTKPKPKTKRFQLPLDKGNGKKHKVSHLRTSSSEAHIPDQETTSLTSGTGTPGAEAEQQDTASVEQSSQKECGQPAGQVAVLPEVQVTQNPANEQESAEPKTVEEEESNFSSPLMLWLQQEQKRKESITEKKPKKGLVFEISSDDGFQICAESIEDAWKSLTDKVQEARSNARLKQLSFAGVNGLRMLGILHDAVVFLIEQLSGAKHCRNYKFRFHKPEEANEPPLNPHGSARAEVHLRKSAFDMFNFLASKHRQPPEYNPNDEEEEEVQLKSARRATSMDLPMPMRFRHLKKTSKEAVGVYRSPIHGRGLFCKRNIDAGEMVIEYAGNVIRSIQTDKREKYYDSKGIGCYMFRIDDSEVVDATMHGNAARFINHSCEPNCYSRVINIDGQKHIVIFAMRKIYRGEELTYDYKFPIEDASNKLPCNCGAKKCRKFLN
#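 Steps: dispense CXXC domain solution (7 uM) → pin compounds or unlabeled HOX-A9 DNA control → 5 min ambient → add FLSN-HOX-A9 solution (50 nM) → spin → 30 min ambient → fluorescence polarization. Tris pH 7.5/NaCl/DTT/BSA buffer.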
# Coupling enz: inhibits coupling enzyme system, counter-screen for aldolase hits. activity change, negative = inhibition, % at 58.2 µM, hits read low. coupling enzyme system counterscreen, AmpLite Red fluorescence. actives 0.67% (n = 290,000); in the data active = activity change below about -30%; note: % is set by controls: 0 for no effect and ±100 for the full control effect
#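 Final compound at 57.5 uM, incubated 10 min at RT with coupling enzyme reagent (glyceraldehyde-3-phosphate), then 20 min with substrate and AmpLite Red detection. Fluorescence read at 525/598 nm; tests interference with the coupling assay, not aldolase inhibition.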
# KCNH2 3.1 inh: inhibitors of human KCNH2 3.1 potassium channel isoform; actives 0.95% (n = 340,000); activity change, % (tested at about 1.8 µM); U2OS KCNH2 3.1, thallium flux FluxOr; stronger effect = lower value;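 active = maximum activity change below -70%; inconclusive = maximum activity change from -70% to -50%; inactive = maximum activity change above -50%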;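 note: thallium influx rate constant from kinetic fluorescence after stimulation buffer; % is set by controls: 0 for no effect and ±100 for the full control effect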
#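 Normalized rate constant (relative to positive and negative DMSO controls) derived from a 2 min kinetic fluorescence read after stimulation; U2OS cells expressing the 3.1 isoform via virus at 1.77 x 10^8 /mL.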
# Starred values were filed as active, the others as inactive; ? = inconclusive; . = no result given; [ ] = dose if it differs, or a comment. Unless noted, calls come from the whole dose curve; as a rule, active = well fitted curve in the direction sought with a large enough effect; inconclusive = small, poorly fitted or top-dose-only effect, or another doubt; inactive = no such curve, though single readings can be large; an effect the other way counts as inactive or inconclusive. An unsorted share of the library (roughly 2% active in at least one column).
canonical_smiles	a7 integrin act	S-ASM inh	hERG WT inh	GALK inh	AT treatment	TRPV1 agonist	MBNL1 CUG block	CXXC DNA block	Coupling enz	KCNH2 3.1 inh
C=CCOCC(O)Cn1c(N2CCCC2)nc2c1c(=O)[nH]c(=O)n2C (stereo not drawn)	20%	-4%	2	4%	6%	2	-6%	0%	5	8
COc1ccccc1NC(=O)c1cc(C)oc1C	0%	0%	0	-2%	0%	19	-6%	-4%	0	2
CC12CCC(C(=O)Nc3nc4ccc(Br)cc4s3)(OC1=O)C2(C)C (stereo not drawn)	28%	-5%	-12	-1%	3%	4	-3%	-6%	0	7
Cc1c(C(=O)c2ccccc2)oc2ccc3ccccc3c12	-26%	-1%	-3	5%	23%	9	3%	-4%	-4	23
C/C(=N\OCC(=O)Nn1c(=O)[nH]c2ccccc2c1=O)c1cccs1	8%	-1%	3	13%	-4%	3	-5%	-10%	1	-1
CCC1(C(=O)c2ccccc2)C(c2cccc([N+](=O)[O-])c2)C1(C(=O)OC)C(=O)OC (stereo not drawn)	-30%	-4%	-11	0%	-2%	12	7%	4%	0	-7
Cc1csc(SCC(=O)Nc2nc(-c3ccccc3)cs2)n1	0%	-9%	1	2%	2%	0	?	8%	-1	?
CC1CC(C)CN(CCCNC(=O)c2csc3c2CCCCC3)C1 (stereo not drawn)	-33%	-1%	61	-3%	-1%	-4	-5%	4%	3	-11
CCc1nc2ccccc2c(NC(=O)CN2CC(C)CC(C)C2)c1C (stereo not drawn)	-24%	0%	8	-4%	0%	15	-2%	7%	3	-7
Cc1ccc(NC(=S)N2CCC(NC(=O)c3ccc(F)cc3)CC2)cc1C	5%	0%	-7	1%	-2%	7	2%	9%	0	-15
COc1ccc(C(=O)CN(C(=O)c2ccc(Cl)cc2)N2C(=O)C3CCCCC3C2=O)cc1 (stereo not drawn)	-33%[7.66 µM]	-8%	4	3%	-2%	3	-7%	0%	1	6
Cn1nnnc1SCc1ccc(F)cc1	0%	2%	-26	3%	-1%	-2	-1%	8%	4	-5
COC(=O)CCC(NS(=O)(=O)OCC(Cl)(Cl)Cl)c1ccccc1 (stereo not drawn)	-18%	1%	-7	.	9%	14	-5%	8%	1	-1
CCOc1ccc(C(=O)Nc2c3c(nn2-c2ccc(C)cc2)CS(=O)C3)cc1OCC (stereo not drawn)	-11%	-4%	4	3%	2%	-4	-7%	-5%	2	2
CCC(C)(O)c1[nH]c2ccc(C(F)(F)F)cc2c1C (stereo not drawn)	4%	-11%	-16	.	1%	7	5%	3%	0	-7
O=C(NCCN1CCN(C(=O)c2cccc([N+](=O)[O-])c2)CC1)C(=O)NCc1ccc(Cl)cc1	?	0%	33	-3%	6%	2	?	1%	2	-24
O=C(C1=C[C@H](C2CCCCC2)C[C@H](OCc2ccc(CO)cc2)O1)N1CCN(Cc2ccc3c(c2)OCO3)CC1	-16%	-8%	-9	1%	-1%	?	?	-9%	1	?
COc1ccc(C(=O)N(C(C)C)C(C)C)c(OC)c1	8%	4%	4	0%	2%	-2	-3%	6%	0	-13
COc1cc(/C=N/N2CCN(c3ccc(Cl)cc3)CC2)cc(OC)c1OC(C)=O	5%	0%	9	2%	1%	0	-6%	-2%	0	3
COc1ccc(NC(=O)Cn2c(=O)n(CC3CCCO3)c(=O)c3ccccc32)c(OC)c1 (stereo not drawn)	12%	7%	3	0%	-3%	-3	-8%	26%	2	-3

# Single records (already shown). Values in the order: a7 integrin act | S-ASM inh | hERG WT inh | GALK inh | AT treatment | TRPV1 agonist | MBNL1 CUG block | CXXC DNA block | Coupling enz | KCNH2 3.1 inh
# COc1ccc(C(=O)CN(C(=O)c2ccc(Cl)cc2)N2C(=O)C3CCCCC3C2=O)cc1 (stereo not drawn) reads -33%[7.66 µM] | -8% | 4 | 3% | -2% | 3 | -7% | 0% | 1 | 6
# COC(=O)CCC(NS(=O)(=O)OCC(Cl)(Cl)Cl)c1ccccc1 (stereo not drawn) reads -18% | 1% | -7 | . | 9% | 14 | -5% | 8% | 1 | -1

# The results go on:
canonical_smiles	a7 integrin act	S-ASM inh	hERG WT inh	GALK inh	AT treatment	TRPV1 agonist	MBNL1 CUG block	CXXC DNA block	Coupling enz	KCNH2 3.1 inh
COC(=O)c1[nH]c2ccccc2c1NC(=O)CN1CCN(c2cccc(Cl)c2)CC1	-9%	-26%	4	2%	8%	?	-8%	-3%	-1	5
CC(C)(C)C(=O)N1CCN(c2ccc([N+](=O)[O-])c(NCC3CCCO3)c2)CC1 (stereo not drawn)	4%	?	-8	-1%	-5%	2	?	4%	-1	10
CCOC(=O)N1C(=O)[C@@](CC)(c2ccccc2)N1C(=O)OCC	10%	1%	-3	.	30%	-2	-4%	-16%	2	32
Cc1nc2c(c3c1[nH]c1ccccc13)C(=O)CC(C)(C)C2	-19%	246%[activator]	-4	-4%	3%	?	?	4%	0	15
COc1ccccc1-c1nnc(SC/C(O)=C(\C#N)c2nc3ccccc3[nH]2)n1C1CCCCC1	28%	-9%	-15	.	-3%	-12	11%[11.5 µM]	-6%	-3	-7
O=[N+]([O-])c1ccc(-c2ccc(/C=N/Nc3nc(N4CCCCC4)nc(N4CCCCC4)n3)o2)cc1	7%	-9%	0	12%	1%	7	4%	11%	5	-5
Cn1nc(CC(=O)Nc2ccc(N3CCN(C(=O)OC(C)(C)C)CC3)cc2)c2ccccc2c1=O	21%	1%	13	-3%	4%	4	5%	7%	-1	6
Cc1ccc([C@@H]2CC=C(C(=O)O)[C@H](c3ccccc3)N2S(=O)(=O)c2ccc(C)cc2)cc1	-9%	-7%	-10	.	6%	-1	.	.	.	-7
COc1ccc(NC(=O)N(Cc2cc3cc(OC)ccc3[nH]c2=O)CC2CCCO2)cc1 (stereo not drawn)	-3%	1%	-4	4%	2%	2	-1%	-1%	-4	-30
CCN(CC)c1ccc(NC(=O)C2CCC(CNc3c(N4CCCC4)c(=O)c3=O)CC2)c(C)c1 (stereo not drawn)	-15%	4%	-2	.	-9%	0	9%	4%	0	-6
CC(=O)Nc1nc(C)c(C(C)C)s1	7%	1%	0	-3%	-5%	-1	.	-6%	1	46
CC(=O)Nc1cccc(-c2nc3ccc(NC(C)=O)cc3[nH]2)c1	3%	1%	-3	0%	-4%	-1	6%	2%	-21	-9
Cc1ccc(S(=O)(=O)N[C@H](C(=O)OCC(=O)NC(=O)Nc2ccc3c(c2)OCCO3)C(C)C)cc1	16%	0%	26	0%	4%	-5	-14%	7%	4	12
N#Cc1c2c(c(-c3ccccc3Cl)[nH]c1=S)CCCC2	-2%	-2%	-6	6%	-5%	3	95%[activator]	-10%	7	18
O=S(=O)(NCc1ccccc1)c1ccc(Br)s1	2%	-4%	0	-3%	-2%	7	-2%	10%	-3	-8
C/C(=N/Nc1nc(-c2ccccc2)cc(-c2ccccc2)n1)c1ccc(N)cc1	.	.	.	-4%	-3%	25	-1%	12%	0	.
OCCN(CC#CC(O)(c1ccccc1)c1cccc(F)c1)CCO (stereo not drawn)	15%	9%	2	2%	7%	.	.	-2%	-2	4
C/C(CC(=O)Nc1cccc(Cl)c1Cl)=N\NC(=O)c1ccccc1N	3%	77%[activator]	0	-4%	-7%	2	-3%	12%	-3	-1
CCOC(=O)c1cc2sccc2n1CC(=O)N1CCCC1	4%	3%	-15	3%	3%	2	4%	-6%	7	7
CCCC(C(=O)NCCc1ccc(S(N)(=O)=O)cc1)c1ccccc1 (stereo not drawn)	24%	0%	-7	5%	12%	26	-12%	1%	-1	-6
O=C(CCC(=O)NC1CCN(Cc2ccccc2)CC1)NCc1ccco1	16%	3%	4	4%	0%	-2	-4%	0%	2	1
Fc1ccccc1/C=N/Nc1ncnc2ccccc12	-24%	-6%	12	-2%	3%	?	?	4%	-4	11
Cn1nc(C(=O)OCC(=O)NC2CCS(=O)(=O)C2)c2ccccc2c1=O (stereo not drawn)	-21%	1%	3	6%	33%	-6	11%	?	0	5
O=C(CCC(=O)c1cccs1)NC1CCCCCC1	?	1%	-8	-2%	-2%	6	2%	8%	5	-4
O=C(CCC1CCCN(C(=O)Cn2cnnn2)C1)NCc1ccccc1F (stereo not drawn)	-7%	2%	-4	3%	-1%	2	0%	-6%	4	9
CCN(CCCNC(=O)c1cn(CC)c2ccc(S(=O)(=O)N(C)C)cc2c1=O)c1cccc(C)c1	9%	-5%	3	2%	7%	109*	3%	-8%	-1	-13
N#C/C(=C\c1cccnc1)C(=O)Nc1cccc2ccccc12	11%	5%	-3	0%	5%	-3	9%	19%	0	1
CN(C(=O)CSc1nc2ccccc2c(=O)n1C)C1CCS(=O)(=O)C1 (stereo not drawn)	5%	7%	2	.	12%	.	.	.	.	-17
S=C(NN=C1C2CC3CC(C2)CC1C3)Nc1ccccc1	-17%	-3%	0	-3%	0%	2	-5%	27%	0	4

# From PubChem BioAssay
